From PubChem
CRFBP-R2 agonist – agonists of human CRF-binding protein/CRF-R2 receptor complex; AID 588473; activation, % at 13.2 µM; hit rate 0.46% among 350,000; HEK293 CRF-R2/CRF-BP, calcium dye fluorescence (FLIPR); percent of saturating CRF peptide response;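 active means activation of at least 50%, plus an integration ratio under a set limit after plate pattern correction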;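 further: plate controls were neutral control wells without compound for no effect and CRF at EC100 for full effect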
M4 antag – blocks acetylcholine activation of human M4 receptor. P08173. CHO-hM4 cells, ACh EC80, Fluo-8 calcium fluorescence. inhibition, % at 3 µM. hit rate 0.73% among 360,000. AID 624125;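 active means inhibition above its plate's cutoff, the mean inhibition of sample wells plus 3 SD, cut at about 27% in these data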;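 further: 0% = acetylcholine EC80 with DMSO and 100% = DMSO without agonist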
Target sequence (P08173 whole entry, looked up): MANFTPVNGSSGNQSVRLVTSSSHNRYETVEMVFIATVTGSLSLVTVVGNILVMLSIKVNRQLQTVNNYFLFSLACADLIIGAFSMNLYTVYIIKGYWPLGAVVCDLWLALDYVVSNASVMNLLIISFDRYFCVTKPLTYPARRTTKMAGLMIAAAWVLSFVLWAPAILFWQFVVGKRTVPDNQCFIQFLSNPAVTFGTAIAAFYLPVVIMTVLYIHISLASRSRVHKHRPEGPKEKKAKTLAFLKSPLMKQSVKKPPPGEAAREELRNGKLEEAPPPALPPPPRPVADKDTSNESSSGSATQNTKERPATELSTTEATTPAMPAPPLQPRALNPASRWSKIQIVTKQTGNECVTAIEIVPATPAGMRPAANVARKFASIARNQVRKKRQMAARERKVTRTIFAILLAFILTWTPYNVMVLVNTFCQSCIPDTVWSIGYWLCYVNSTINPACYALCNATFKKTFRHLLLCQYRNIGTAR
CHRM5 PAM – positive allosteric modulators of human muscarinic M5 receptor | P08912 | CHO-K1 hM5, Fluo-8 calcium, ACh EC20 PAM; 0% = ACh EC20, 100% = ACh EC100 | activation, % at 3 µM | hit rate 0.3% among 360,000;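 active means activation above the run cutoff, the mean activation of all test compounds plus 3 SD, cut at about 18% in these data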
Target sequence (P08912 whole entry, looked up): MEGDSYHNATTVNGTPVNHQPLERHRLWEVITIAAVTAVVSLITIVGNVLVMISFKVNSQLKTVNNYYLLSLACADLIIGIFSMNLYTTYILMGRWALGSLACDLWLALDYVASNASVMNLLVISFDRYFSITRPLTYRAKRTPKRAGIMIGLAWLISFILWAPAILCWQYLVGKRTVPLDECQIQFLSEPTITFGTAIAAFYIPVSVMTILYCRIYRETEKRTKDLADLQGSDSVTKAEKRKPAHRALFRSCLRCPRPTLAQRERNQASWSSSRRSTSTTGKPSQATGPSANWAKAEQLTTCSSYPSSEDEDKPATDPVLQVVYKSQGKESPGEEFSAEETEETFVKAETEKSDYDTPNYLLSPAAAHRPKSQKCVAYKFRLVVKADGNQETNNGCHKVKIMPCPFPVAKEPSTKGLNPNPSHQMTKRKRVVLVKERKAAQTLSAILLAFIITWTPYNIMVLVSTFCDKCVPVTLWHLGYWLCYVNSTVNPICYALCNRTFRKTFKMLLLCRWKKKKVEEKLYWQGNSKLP
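Test system: CHO-K1 hM5 cells / Doses: single-point, 3 µM nominal / Times: Post-acetylcholine fluorescence recording 140 s / Technique: Fluo-8 calcium fluorescence / Measure: Max/basal fluorescence ratio as % of EC20–EC100 ACh window / Benchmarks: low control EC20 acetylcholine (0%), high control EC100 acetylcholine (100%) / Replicates: one well per compound, no replicates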
CHRM5 antagonist – antagonists of human muscarinic M5 receptor (CHRM5); P08912; CHO-hM5 cells, Fluo-8 calcium fluorescence, ACh EC80; inhibition, % at 3 µM; hit rate 0.59% among 360,000; AID 624040;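 active means inhibition above a per-plate cutoff, the mean of that plate's test compounds plus 3 SD, cut at about 27% in these data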;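 further: 0% = acetylcholine EC80 with DMSO and 100% = DMSO without agonist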
CHRM5 agonist – CHRM5 agonism in calcium assay; activation, % at 3 µM; P08912; CHO-K1 hM5 cells, Fluo-8 calcium fluorescence; 0% DMSO wells, 100% maximal acetylcholine response; hit rate 0.19% among 360,000; AID 624037;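 active means activation above the run's mean over test compounds plus 3 SD, cut at about 23% in these data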;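 further: signal is peak over basal fluorescence ratio across the kinetic read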
CRFBP-R2 block – blocks CRF-induced signaling of the CRF-BP/CRF-R2 complex; inhibition, % at 11.8 µM; AID 588475; HEK293 CRF-R2/CRF-BP, CRF-induced calcium fluorescence; hit rate 0.59% among 350,000;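 active means inhibition of the ligand-induced calcium signal above about 50% at the single tested concentration, limit read from the data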
IDE cell inh – inhibits human insulin-degrading enzyme in HEK cells; P14735; FAbetaB cleavage, fluorescence polarization; inhibition, % at 5.59 µM; hit rate 0.41% among 320,000; AID 434962;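 active means percent inhibition above the average of all tested compounds plus 3 SD, set per screening campaign, cut at about 16% in these data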;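 further: IDE supplied by intact live HEK cells; FP after avidin binding of uncleaved biotin substrate so inhibition keeps polarization high; 0% = DMSO wells and 100% = 60 µM reference IDE inhibitor Ii1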
M4 ag – agonists of human muscarinic M4 receptor (CHRM4); hit rate 0.14% among 360,000; AID 624127; activation, % at 3 µM; CHO-K1 hM4/Gqi5, Fluo-8 calcium fluorescence; vehicle 0%, full acetylcholine response 100%; P08173;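 active means activation above the run mean over all test wells plus 3 SD, cut at about 32% in these data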;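 further: peak over basal fluorescence ratio per well then scaled between controls; 0% = DMSO wells and 100% = acetylcholine at EC100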
CHRM4 PAM – potentiates acetylcholine response at human M4 receptor; P08173; CHO-K1 hM4/Gqi5, Fluo-8 calcium fluorescence, ACh EC20; 0% = ACh EC20, 100% = maximal ACh; activation, % at 3 µM; hit rate 0.4% among 360,000; AID 624126;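 active means activation above its plate's cutoff, the mean activation of sample wells plus 3 SD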; further: some results filed as inactive read as strong as hits
An asterisk follows results filed as active; / = not tested or not shown. Random draw from the library; about 2.9% have a hit in one of these screens.

Every second line gives: CRFBP-R2 agonist, M4 antag, CHRM5 PAM, CHRM5 antagonist, CHRM5 agonist, CRFBP-R2 block, IDE cell inh, M4 ag, CHRM4 PAM
- CC(=O)Nc1ccc(-c2csc(N/N=C\c3ccncc3)n2)cc1
    -0.7, 1.2, -3.7, 0.8, 4.3, 8.8, 1.2, 10.1, -6.7
- CC(=O)Nc1ccc(OCC(O)Cn2c3ccccc3c3ccccc32)c(C)c1 (configuration not stated)
    6.0, 27.2*, -12.5, 15.0, 10.8, -24.8, -0.7, 25.6, -11.0
- Cc1ccc(C(CC(=O)c2ccc(Cl)cc2)C(=O)O)cc1 (configuration not stated)
    -1.5, -7.1, -4.4, 4.9, -1.4, 10.4, -0.2, 0.6, 9.6
- O=C(O)c1ccc2c(=O)n3c(nc2c1)/C(=C/c1ccc(OC(F)F)cc1OC(F)F)CC3
    0.2, -3.2, 3.0, 6.7, -3.9, 0.7, 0.2, -0.2, -0.3
- CC(C)c1ccc(CN2C(=O)NC3(CCCCCC3)C2=O)cc1
    -0.9, 3.8, -2.4, -1.2, -4.8, -18.1, 0.0, 1.9, -3.0
- COc1ccccc1NC(=S)NNC(=O)c1ccc(O)cc1
    1.4, -3.4, 0.7, 1.0, -2.5, -16.4, 3.5, 0.4, 2.2
- COc1cccc(NC(=O)c2cc(S(=O)(=O)N3CCc4ccccc43)cn2C)c1
    -3.3, -8.7, -17.3, 1.6, -3.0, 82.7*, 4.4, 3.3, 0.6
- COCCN(C(C)=O)c1nnc(-c2cnccn2)s1
    0.0, 4.8, -2.7, -3.9, -0.5, -0.1, -1.0, 0.2, -4.5
- COc1cc(OC)cc(C(=O)Nc2ccc(N(C)C)c3ccccc23)c1
    -3.4, 1.2, 0.0, 0.2, 0.3, -3.0, -1.4, 1.0, 1.2
- O=S(=O)(c1cccs1)N1CCN(c2ccccc2F)CC1
    0.9, 13.1, -3.5, 6.8, -1.8, -12.8, 3.7, 0.4, -2.4
- COC(=O)c1ccc(C(=O)OC)c(NC(=O)N2c3ccccc3Sc3ccccc32)c1
    18.2, 0.3, 5.0, 2.6, 2.0, -11.8, 3.8, 0.3, 5.5
- O=C(c1ccc(S(=O)(=O)N2CCCC2)cc1)N1CCC(CN2C(=O)c3cccc4cccc(c34)C2=O)CC1
    -3.3, -8.3, 2.9, -6.7, -8.7, 16.2, 5.7, -2.0, -2.5
- Cn1ccnc1C(OC(=O)c1ccc(Cl)cc1)C(F)(F)F (configuration not stated)
    -2.0, 6.7, -6.7, 15.4, -4.1, -2.4, 3.5, 0.8, -10.3
- CC(C)OC(=O)CSc1nnc(SCc2cccc3ccccc23)s1
    1.4, 2.8, -17.2, -4.7, -8.9, 12.4, 5.3, -0.4, -5.2
- NS(=O)(=O)c1ccc(CCNC(=O)C2CCN(S(=O)(=O)c3c(Cl)cccc3Cl)CC2)cc1
    -1.5, -3.7, 1.3, -3.0, 5.1, 1.0, 1.0, 1.1, -7.6
- Cc1ccc(O)c(CNn2cnnc2)c1
    0.1, -2.8, 1.7, -0.8, -0.6, 6.5, -2.8, 1.1, 1.1
- Cc1c(NC(=S)NC(=O)c2ccc(Br)o2)c(=O)n(-c2ccccc2)n1C
    -1.8, -0.1, 10.2, -5.0, -4.2, -0.1, 3.5, 0.2, 9.3
- COc1ccc2cc(C(=O)N3CCN(c4ccccc4F)CC3)[nH]c2c1
    -4.2, -11.3, -2.7, -9.7, -6.2, -4.4, /, 1.2, -0.2
- O=C(COC(=O)c1ccc(Br)o1)Nc1cccc(S(=O)(=O)N2CCOCC2)c1
    -2.2, -8.6, 5.3, 6.2, -0.3, 4.5, 2.1, 4.4, 8.9
- Cc1cccc(C)c1NC(=S)NCCc1ccc(O)c(O)c1
    2.3, -11.6, 5.6, 4.2, -4.6, -6.3, -2.1, 1.6, 6.1
- CCN(CC)C(=O)CCCOc1ccc(Cl)cc1Cl
    -1.0, 5.0, 0.7, -1.2, -1.6, 7.7, 1.2, 0.3, 8.5
- COc1ccc(C(CNC(=O)CN2C(=O)NC(C)(c3ccc4ccccc4c3)C2=O)N2CCCC2)cc1 (configuration not stated)
    0.9, -26.2, -0.8, 0.5, -10.9, 0.1, /, 0.6, 4.4
- O=C(Nc1cccc(S(=O)(=O)NC2=NCCC2)c1)c1cc(Cl)ccc1[N+](=O)[O-]
    -0.3, 2.2, -1.9, 6.2, -3.8, 6.2, 5.3, -0.3, -6.2
- Cn1c(=O)c2c(nc(SC3C(=O)CC(C)(C)CC3=O)n2C)n(C)c1=O
    -1.1, 4.3, 2.3, -1.8, -1.6, 4.4, -1.3, 0.9, 12.0
- CCCCN(CC)CCCNC(=O)c1cc2cc3ccc(C)cc3nc2o1
    -0.4, -21.6, 7.2, -10.7, -0.9, 2.6, 1.9, -0.9, -6.3
- COc1ccc(-c2cc(C(F)(F)F)nc(N3CCN(C)CC3)n2)cc1
    -1.3, 7.3, 5.4, 2.6, -14.7, -45.6, 3.0, 1.3, -5.4
- CSc1ccccc1C(=O)Nc1ccc2c(c1)OCCO2
    -5.8, 1.8, 13.3, -15.8, -4.6, 24.8, -3.3, 0.2, 6.0
- COc1cccc(CNC(=O)Cc2ccc(NC3=NC4CS(=O)(=O)CC4S3)cc2)c1 (configuration not stated)
    21.0, -6.6, 0.3, -1.1, 1.5, -44.2, 10.9, 0.3, 7.1
- COc1ccccc1OCc1nc(C#N)c(N2CCCC2)o1
    -2.2, 2.4, 3.1, 14.5, -1.4, -1.6, 2.3, 0.6, 0.0
- CCN(C(=O)CN1C(=O)CN(C)C1=O)c1cccc2ccccc12
    1.9, 2.7, -4.8, 17.9, -0.6, -9.3, 2.6, 0.7, -3.0
- CCc1c(-c2cccc(Cl)c2)ncn1Cc1cccc(-c2ccccc2)c1
    /, 7.7, -5.2, 8.8, -1.1, /, /, 0.6, -2.1
- Fc1ccccc1-n1cc(-c2ccccc2)[nH]c1=S
    0.2, -0.6, 3.0, 1.9, 1.4, -11.0, -2.1, 0.9, -0.5
- COc1ccc(Oc2ccccc2/C=N/O)cc1
    -0.8, 1.7, -4.0, 4.8, -6.8, 4.0, -8.0, -0.4, -4.8
- COc1ccc(NC(=O)CCc2nnc3ccc(N4CCC(C)CC4)nn23)cc1OC
    -0.7, -2.1, 4.3, -3.2, -3.7, 5.3, 5.4, 0.5, -4.9
- CCc1cccc(C)c1NC(=O)C1CC(=O)N(C2CCCC2)C1 (configuration not stated)
    -0.8, -22.7, 8.7, -4.7, 3.2, 0.6, -1.7, 0.3, 6.3
- COc1cc(CCCN2C(=O)C(=O)NC[C@H]2Cc2cccc3ccccc23)cc(OC)c1OC
    -1.3, -6.0, 3.3, 8.7, -0.9, -7.9, 3.5, 0.0, 3.2
- O=S(=O)(Nc1ccccc1O)c1ccc(Cl)nc1
    -0.4, 17.0, -4.3, 0.1, 0.0, -12.7, 6.6, 1.5, 10.6
- CC(=O)c1cccc(NC(=O)c2cc(=O)[nH]c3ccccc23)c1
    -0.6, -8.3, -7.0, 1.5, -1.9, -1.4, -2.7, 1.7, 3.7
- Cc1nn(-c2ccccc2)c(Cl)c1C1C(C#N)=C(N)OC2=C1C(=O)CC(C)(C)C2 (configuration not stated)
    -2.7, -0.4, 3.6, 1.2, 2.2, 15.4, 4.1, 0.2, 2.6
- CC1(C(=O)NS(=O)(=O)Cc2ccccc2C(F)(F)F)CCN1C(=O)Cc1cccs1 (configuration not stated)
    /, -2.2, -2.0, 4.7, 0.6, /, /, 0.5, -5.6
- COc1ccc(N2C(=O)C(OC(C)=O)C2c2ccc(C)cc2)cc1 (configuration not stated)
    1.5, 8.2, -2.0, 3.5, -0.8, -2.2, 10.8, 0.0, -2.9
- O=C(c1cc(S(=O)(=O)N2CCOCC2)ccc1Cl)N1CCC(Cc2ccccc2)CC1
    -1.0, -4.2, -7.3, 0.9, -3.7, 4.9, 1.8, 8.9, -4.1
- NS(=O)(=O)c1ccc(N2CCOCC2)c(C(=O)NCCCSc2ccccc2)c1
    0.5, -2.9, -2.1, 9.9, 0.7, -4.3, 3.6, 3.5, 5.1
- CC(C)CCn1cnc2c(cnn2-c2ccc(F)cc2)c1=O
    2.3, 0.9, 4.0, -2.5, 3.7, 1.4, 1.8, 1.1, 8.6
- COc1ccccc1-c1nnc(SCC(=O)c2c(N)n(C3CC3)c(=O)[nH]c2=O)o1
    -0.3, -6.7, 2.5, 2.7, 1.2, -2.6, -0.2, 1.2, 6.7

Results in M4 antag, for some of the entries so far:
mol	M4 antag
CC(C)OC(=O)CSc1nnc(SCc2cccc3ccccc23)s1	2.8
NS(=O)(=O)c1ccc(CCNC(=O)C2CCN(S(=O)(=O)c3c(Cl)cccc3Cl)CC2)cc1	-3.7

Later entries.
Every second line gives: CRFBP-R2 agonist, M4 antag, CHRM5 PAM, CHRM5 antagonist, CHRM5 agonist, CRFBP-R2 block, IDE cell inh, M4 ag, CHRM4 PAM
- COc1ccc(NC(=O)COC(=O)Cc2ccccc2[N+](=O)[O-])cc1OC
    -0.3, 4.1, -16.4, 19.7, 8.4, -1.9, -0.6, 10.9, -9.7
- O=C(/C=C/c1ccc2c(c1)OCCO2)N1CCN(c2ccc(F)cc2)CC1
    -8.0, 5.1, -0.3, 14.2, -2.4, -19.2, 9.3, 0.2, 2.1
- CCc1c(C(=O)Nc2ncn(Cc3cccc(C)c3)n2)csc1C
    -3.0, -5.3, 3.8, 0.3, 0.3, -8.5, -0.9, -1.4, 4.2
- CCCN1CCN(CC(=O)Nc2nc3ccccc3s2)CC1
    -1.0, 4.0, 2.8, -2.1, 0.1, -4.1, /, 1.2, 0.6
- Cc1sc2ncnc(N3CCC(C(=O)Nc4nnc(SCc5ccccc5F)s4)CC3)c2c1C
    0.6, -7.3, 1.8, 9.3, 0.5, -3.5, 4.5, 1.7, 11.7
- Cc1sc(NC(=O)CCCC(=O)O)c(C(N)=O)c1-c1ccccc1
    -0.6, -0.4, -13.2, 22.7, -5.0, -16.0, 3.6, -0.1, -0.7
- Cc1cc(C)c2cc(CN(Cc3nnnn3Cc3ccc(F)cc3)C3CCCC3)c(=O)[nH]c2c1
    0.9, 6.8, -4.3, 5.8, -0.9, -27.4, 3.4, 0.5, -1.3
- CN(CC(=O)Nc1ccccc1Br)C(=O)c1ccc(-c2ccc(Cl)cc2)o1
    -2.0, -0.2, 12.7, -7.6, -1.0, 3.3, 5.2, 1.6, 3.7
